hcDAF-12 act = activators of H. contortus DAF-12 nuclear receptor; HEK293 hcDAF-12 lit1-tk-luc reporter, luminescence; 0% DMSO, 100% Δ7-dafachronic acid; activation, % at 6.8 µM; actives 1.4% (n = 370,000);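 active = activation above the mean of all tested compounds plus 3 SD, cut at about 5.5% in these data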;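 also: 100% = response to 3 µM Δ7-dafachronic acid high control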
DAX1 inh-1 = NR0B1 (DAX1) inhibition; HEK293 Gal4-DAX1 luciferase reporter, luminescence; inhibition, % at 6.75 µM; AID 504766; actives 0.99% (n = 340,000);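 active = inhibition above the mean over all tested compounds plus 3 SD, cut at about 4.2% in these data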;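 also: 0% = DAX1-transfected cells with DMSO and 100% = empty-vector control cells with DMSO; inhibition shows as a rise in luminescence from relieved DAX1 repression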
ssDAF-12 act = activates DAF-12 receptor from parasite S. stercoralis. activation, % at 6.8 µM. actives 1% (n = 370,000). HEK293 ssDAF-12/GRIP1 lit1-tk-luc reporter, luminescence; % of 3 µM dafachronic acid response;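 active = activation above the mean over all tested compounds plus 3 SD, cut at about 0.9% in these data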;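 also: 0% = DMSO-only wells and 100% = 3 µM delta7-dafachronic acid wells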
Rev-erbA mod = modulates human Rev-erb alpha binding to DNA; Rev-erbα–FITC-DNA binding, fluorescence polarization, 90 min; activity, % at 10 µM; actives 0.79% (n = 370,000);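 active = activity above about 14%, limit read from the data; passing the limit was not always enough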;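 also: 0% = DMSO wells with 35 nM protein and 100% = DMSO wells with 750 nM protein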
Target sequence (P20393 whole entry, looked up): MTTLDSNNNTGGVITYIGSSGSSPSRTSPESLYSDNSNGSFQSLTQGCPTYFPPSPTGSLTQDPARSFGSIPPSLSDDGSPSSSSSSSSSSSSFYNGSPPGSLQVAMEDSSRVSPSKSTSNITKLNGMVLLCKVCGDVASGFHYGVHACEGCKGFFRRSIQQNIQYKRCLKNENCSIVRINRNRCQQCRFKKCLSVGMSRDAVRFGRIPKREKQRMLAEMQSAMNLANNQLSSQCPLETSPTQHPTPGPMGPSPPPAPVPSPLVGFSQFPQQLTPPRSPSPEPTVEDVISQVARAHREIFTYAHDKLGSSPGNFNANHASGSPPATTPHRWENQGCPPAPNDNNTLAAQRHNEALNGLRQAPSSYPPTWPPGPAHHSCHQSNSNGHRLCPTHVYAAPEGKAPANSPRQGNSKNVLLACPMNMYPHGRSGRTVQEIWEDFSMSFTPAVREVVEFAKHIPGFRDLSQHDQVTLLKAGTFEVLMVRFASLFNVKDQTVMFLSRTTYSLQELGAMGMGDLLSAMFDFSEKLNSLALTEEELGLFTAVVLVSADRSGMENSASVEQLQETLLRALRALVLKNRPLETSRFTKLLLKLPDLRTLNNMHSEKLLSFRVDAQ
PG9 binder = small molecules binding HIV-1 gp120 antibody PG9; actives 0.43% (n = 360,000); inhibition, % at 6.7 µM; TR-FRET gp120-PG9 antibody binding; AID 624416; in the data active = inhibition above about 8.5%
DAX1 inh-2 = inhibitors of DAX1 repression of SF-1 activated StAR promoter | AID 652010 | HEK293T StAR-luciferase reporter, SF-1/DAX-1 repression relief | inhibition, % at 6.8 µM | actives 1.1% (n = 370,000);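 active = inhibition above the mean over all tested compounds plus 3 SD, cut at about 3.6% in these data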;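 also: 0% = DAX-1 cells with DMSO and 100% = cells lacking DAX-1 with DMSO; higher inhibition means more luminescence from relief of DAX-1 repression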
GAA850 FXN act = activators of GAA850 frataxin (FXN) promoter. actives 0.56% (n = 360,000). HEK293 lucGAA850 FXN promoter luciferase reporter, 24 h; percent of 10 µM SAHA response. activation, % at 6 µM;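 active = activation above the average of all compounds screened plus 3 SD, cutoff fixed separately per campaign, cut at about 7.5% in these data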;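 also: 0% = DMSO wells and 100% = 10 µM SAHA wells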
PLCb3 inh = blocks human PLC-beta3 enzyme activity. Q01970. Purified PLC-beta3, fluorogenic substrate, fluorescence. inhibition, % at 12.2 µM. actives 0.18% (n = 370,000). AID 720704; in the data active = inhibition above about 11%;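 also: 0% = median of compound wells on plate and 100% = full blocker control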
hgDAF-12 ag = hgDAF-12 agonism, primary luciferase screen. activation, % at 6.8 µM. HEK293 GAL4-hgDAF12 UAS-luciferase reporter, agonist luminescence; normalized to butyrate control. actives 1.8% (n = 370,000);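 active = activation above a cutoff set at the mean of all screened compounds plus 3 SD, cut at about 10% in these data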;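 also: 0% = DMSO wells and 100% = sodium butyrate wells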
HGIII-sPLA2 inh = Blocks human group III sPLA2 activity; AID 743126; Q9NZ20; QFRET BODIPY PC-A2 liposome hydrolysis, fluorescence; actives 0.56% (n = 370,000); inhibition, % at 12.2 µM;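 active = inhibition above mean plus 3 SD of compounds lying within the high and low control bounds, cut at about 19% in these data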;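 also: 0% = median of test compound wells and 100% = no enzyme DMSO wells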
Target sequence (Q9NZ20 whole entry, looked up): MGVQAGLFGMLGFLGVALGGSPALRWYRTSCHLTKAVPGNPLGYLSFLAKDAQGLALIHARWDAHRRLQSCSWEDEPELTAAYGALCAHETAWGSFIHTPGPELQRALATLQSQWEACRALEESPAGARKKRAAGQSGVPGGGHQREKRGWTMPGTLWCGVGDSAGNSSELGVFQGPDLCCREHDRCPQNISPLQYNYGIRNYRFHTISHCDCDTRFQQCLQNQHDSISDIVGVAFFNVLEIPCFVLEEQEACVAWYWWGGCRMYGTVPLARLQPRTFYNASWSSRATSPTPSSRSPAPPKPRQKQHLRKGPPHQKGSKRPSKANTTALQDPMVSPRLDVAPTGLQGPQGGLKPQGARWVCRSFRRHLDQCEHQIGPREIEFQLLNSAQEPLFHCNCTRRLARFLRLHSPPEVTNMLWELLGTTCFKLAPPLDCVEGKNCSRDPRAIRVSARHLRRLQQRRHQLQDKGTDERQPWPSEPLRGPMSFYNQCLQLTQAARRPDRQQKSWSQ
SMARCA2 activ = increases SMARCA2 function in MMTV reporter cells | MG213 cells, MMTV-luciferase reporter, dexamethasone, overnight | activation, % at 9.1 µM | actives 1% (n = 370,000) | AID 652017; in the data active = activation above about 7.8%;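 also: 0% = vehicle wells and 100% = reference activator wells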
An asterisk follows results filed as active; & = joins results of further samples. The order is random. Share with any hit: about 7%.

S=c1[nH]nc(CSCc2ccc(Cl)cc2Cl)n1-c1ccccc1 was read as hcDAF-12 act 0.7, DAX1 inh-1 -1.3, ssDAF-12 act -1.3, Rev-erbA mod 0, PG9 binder -1.7, DAX1 inh-2 -1.1, GAA850 FXN act 2.2, PLCb3 inh -5, hgDAF-12 ag -1.3, HGIII-sPLA2 inh 2 and SMARCA2 activ 4.
CCC(C)(NC(=O)c1ccc2c(c1)OCO2)C(=O)NC1CCCCC1 (configuration not stated) was read as hcDAF-12 act 0.4, DAX1 inh-1 0.7, ssDAF-12 act -1.1, Rev-erbA mod -7, PG9 binder 0.4, DAX1 inh-2 0.1, GAA850 FXN act 0.7, PLCb3 inh -5, hgDAF-12 ag -3.9, HGIII-sPLA2 inh 0 and SMARCA2 activ 0.
Screening O=C(NCCCCCCNC(=O)C1CCCC1)C1CCCC1 returned hcDAF-12 act -0.4, DAX1 inh-1 0.1, ssDAF-12 act -1.5, Rev-erbA mod 2, PG9 binder -0.4, DAX1 inh-2 0.4, GAA850 FXN act -2.0, PLCb3 inh 5, hgDAF-12 ag 0.5, HGIII-sPLA2 inh -2 and SMARCA2 activ 3.
`O=C(CC1NCCNC1=O)Nc1ccc(Cl)c(Cl)c1` (configuration not stated) gave hcDAF-12 act 0.0, DAX1 inh-1 0.5, ssDAF-12 act -0.9, Rev-erbA mod -9, PG9 binder 0.1, DAX1 inh-2 0.7, GAA850 FXN act 2.9, PLCb3 inh 1, hgDAF-12 ag 1.6, HGIII-sPLA2 inh 3 and SMARCA2 activ 1.
Screening CCN(CC)S(=O)(=O)c1cc(C(=O)OCC(=O)Nc2cccc(Br)c2)ccc1F returned hcDAF-12 act -4.8, DAX1 inh-1 1.1, ssDAF-12 act -1.2, Rev-erbA mod 2, PG9 binder 0.3, DAX1 inh-2 0.1, GAA850 FXN act 0.6, PLCb3 inh 0, hgDAF-12 ag -2.0, HGIII-sPLA2 inh -22 and SMARCA2 activ -3.
For Cc1cccc(C(C)C)c1NC(=O)COC(=O)c1cccc(S(=O)(=O)N2CCc3ccccc3C2)c1 the results were hcDAF-12 act 1.3, DAX1 inh-1 0.8, ssDAF-12 act -1.3, Rev-erbA mod -2, PG9 binder -0.9, DAX1 inh-2 0.2, GAA850 FXN act -2.0, PLCb3 inh 2, hgDAF-12 ag 0.2, HGIII-sPLA2 inh -6 and SMARCA2 activ 0.
`CC(C)(C)OC(=O)NCCc1ccccc1/C=C/S(=O)(=O)NCc1ccccc1` gave hcDAF-12 act -2.2, ssDAF-12 act -1.4, Rev-erbA mod 5, DAX1 inh-2 -2.4, PLCb3 inh 4, hgDAF-12 ag 1.0, HGIII-sPLA2 inh -6 and SMARCA2 activ -2.
For COCc1c(C(=O)OCC(=O)N(C)C2CCS(=O)(=O)C2)oc2ccccc12 (configuration not stated) the results were hcDAF-12 act -0.4, DAX1 inh-1 -0.6, ssDAF-12 act -1.4, Rev-erbA mod 5, PG9 binder 3.3, DAX1 inh-2 0.7, GAA850 FXN act 1.1, PLCb3 inh -9, hgDAF-12 ag -0.9, HGIII-sPLA2 inh 8 and SMARCA2 activ -4.
NC(=O)c1[nH]cnc1N was read as hcDAF-12 act -0.9&0.5, DAX1 inh-1 -0.6&-0.4, ssDAF-12 act -1.3&-1.1, Rev-erbA mod 1&-1, PG9 binder -1.7&-3.2, DAX1 inh-2 1.7&0.3, GAA850 FXN act -2.0&1.3, PLCb3 inh -6&-4, hgDAF-12 ag -1.3&-1.9, HGIII-sPLA2 inh 3&3 and SMARCA2 activ 1&-3.
O=C(O)c1ccc(OCCOc2ccccc2)cc1 was read as hcDAF-12 act -0.8, DAX1 inh-1 0.4, ssDAF-12 act -1.2, Rev-erbA mod 4, PG9 binder -1.1, DAX1 inh-2 -0.1, GAA850 FXN act -1.6, PLCb3 inh -3, hgDAF-12 ag 2.1, HGIII-sPLA2 inh -2 and SMARCA2 activ -2.
CCOc1ccc(-c2nnc3ccc(SCC(=O)NCc4ccco4)nn23)cc1 was read as hcDAF-12 act -0.3, DAX1 inh-1 -0.9, ssDAF-12 act -1.1, Rev-erbA mod 3, PG9 binder 1.5, DAX1 inh-2 0.3, GAA850 FXN act 1.0, PLCb3 inh -51, hgDAF-12 ag 0.1, HGIII-sPLA2 inh 1 and SMARCA2 activ -2.
For COCCCNC(=O)C[C@@H]1C[C@@]2(C(=O)OC)CCCCC=C2N(CCc2ccc(OC)c(OC)c2)C1=O the results were hcDAF-12 act -0.2, ssDAF-12 act -0.6, Rev-erbA mod 6, PG9 binder -0.5, DAX1 inh-2 0.0, PLCb3 inh -3, hgDAF-12 ag -0.5, HGIII-sPLA2 inh 13 and SMARCA2 activ -5.
For CC(=O)c1cn(N2CCCCC2)c(=O)[nH]c1=O the results were hcDAF-12 act -0.2, DAX1 inh-1 -0.1, ssDAF-12 act -1.2, Rev-erbA mod 5, PG9 binder -1.3, DAX1 inh-2 -0.3, GAA850 FXN act 1.2, PLCb3 inh -2, hgDAF-12 ag 0.9, HGIII-sPLA2 inh 0 and SMARCA2 activ -2.
`COc1ccccc1N(CC(=O)Nc1ccc(C(F)(F)F)cc1)S(C)(=O)=O` gave hcDAF-12 act 0.0, DAX1 inh-1 0.7, ssDAF-12 act -1.1, Rev-erbA mod 0, PG9 binder -2.3, DAX1 inh-2 -0.5, GAA850 FXN act 3.7, PLCb3 inh 3, hgDAF-12 ag -1.3, HGIII-sPLA2 inh -16 and SMARCA2 activ -1.
`C#CC[N+]1(CC#Cc2ccccc2)CCCCC1` gave hcDAF-12 act 3.3, DAX1 inh-1 -0.1, ssDAF-12 act -1.6, Rev-erbA mod 0, PG9 binder -2.0, DAX1 inh-2 0.4, GAA850 FXN act 1.4, PLCb3 inh -3, hgDAF-12 ag 0.4, HGIII-sPLA2 inh 0 and SMARCA2 activ 3.
For Cc1ccc(C2(CC(=O)N3CCCC3)CCOC(C(C)C)C2)cc1 (configuration not stated) the results were hcDAF-12 act -0.9, DAX1 inh-1 0.4, ssDAF-12 act -2.5, Rev-erbA mod -1, PG9 binder 0.7, DAX1 inh-2 -0.3, GAA850 FXN act -1.4, PLCb3 inh 7, hgDAF-12 ag -0.1, HGIII-sPLA2 inh 0 and SMARCA2 activ 3.
Screening Cc1c(C(=O)N/N=C/c2ccccc2)[nH]c2c([N+](=O)[O-])cccc12 returned hcDAF-12 act 0.8, DAX1 inh-1 -1.0, ssDAF-12 act 0.0, Rev-erbA mod 0, PG9 binder -0.8, DAX1 inh-2 -0.2, GAA850 FXN act -3.4, PLCb3 inh 7, hgDAF-12 ag 1.2, HGIII-sPLA2 inh 22* and SMARCA2 activ -1.
Screening CSc1n[nH]c2nc3c(c(=O)n12)C1(CCCC1)Cc1ccccc1-3 returned hcDAF-12 act 5.0, DAX1 inh-1 -0.2, ssDAF-12 act -0.3, Rev-erbA mod -4, PG9 binder 0.4, DAX1 inh-2 -0.3, GAA850 FXN act 1.3, PLCb3 inh -96, hgDAF-12 ag 1.1, HGIII-sPLA2 inh 0 and SMARCA2 activ -1.
For COc1cc(C(=O)N2CCC3(CC2)NCCc2[nH]cnc23)cc(OC)c1OC the results were hcDAF-12 act 1.0, DAX1 inh-1 -0.4, ssDAF-12 act -0.7, Rev-erbA mod -3, PG9 binder -1.7, DAX1 inh-2 -0.1, GAA850 FXN act -1.8, PLCb3 inh -1, hgDAF-12 ag 0.2, HGIII-sPLA2 inh 4 and SMARCA2 activ -1.
Fc1ccc(C(c2nnnn2C2CCCC2)N2CCN(Cc3ccncc3)CC2)cc1 (configuration not stated) was read as hcDAF-12 act 0.3, DAX1 inh-1 0.0, ssDAF-12 act -1.3, Rev-erbA mod -4, PG9 binder -1.6, DAX1 inh-2 0.7, GAA850 FXN act 1.4, PLCb3 inh 4, hgDAF-12 ag 4.5, HGIII-sPLA2 inh -2 and SMARCA2 activ 0.
CC(=O)N1CCc2c(sc(NC(=O)c3ccc([N+](=O)[O-])o3)c2C#N)C1 was read as hcDAF-12 act 2.5, DAX1 inh-1 0.1, ssDAF-12 act 0.5, Rev-erbA mod -8, PG9 binder -3.3, DAX1 inh-2 -1.2, GAA850 FXN act 2.2, PLCb3 inh -4, hgDAF-12 ag 2.0, HGIII-sPLA2 inh 4 and SMARCA2 activ 8.
For Cc1nn(C)c(C)c1C(=O)NN the results were hcDAF-12 act -2.0, DAX1 inh-1 1.8, ssDAF-12 act -0.8, Rev-erbA mod -1, PG9 binder 1.1, DAX1 inh-2 -0.1, GAA850 FXN act 2.5, PLCb3 inh -2, hgDAF-12 ag -0.7, HGIII-sPLA2 inh 9 and SMARCA2 activ -1.
`O=C(N/N=C/C=C/c1ccccc1)c1ccccn1` gave hcDAF-12 act 1.8, DAX1 inh-1 4.1, ssDAF-12 act -0.4, Rev-erbA mod 3, PG9 binder -3.5, DAX1 inh-2 0.8, GAA850 FXN act 5.4, PLCb3 inh -6, hgDAF-12 ag 9.2, HGIII-sPLA2 inh -3 and SMARCA2 activ 3.
Cc1ccc2[nH]c(=O)c3cc(C(=O)NCCC(C)C)sc3c2c1 was read as hcDAF-12 act -3.2, DAX1 inh-1 1.5, ssDAF-12 act -1.1, Rev-erbA mod -3, PG9 binder -0.7, DAX1 inh-2 -0.1, GAA850 FXN act -0.5, PLCb3 inh -14, hgDAF-12 ag -0.5, HGIII-sPLA2 inh 0 and SMARCA2 activ 2.
`O=C(c1ccc(C(F)(F)F)cc1)c1c[nH]c(C(=O)NCCCn2ccnc2)c1` gave hcDAF-12 act -1.1, DAX1 inh-1 0.1, ssDAF-12 act -1.9, Rev-erbA mod 2, PG9 binder -2.6, DAX1 inh-2 -0.5, GAA850 FXN act -1.1, PLCb3 inh 0, hgDAF-12 ag 0.4, HGIII-sPLA2 inh -15 and SMARCA2 activ -2.
`COCCCNC(=O)CN1C(=O)C2CCCCN2C(=O)c2ccccc21` (configuration not stated) gave hcDAF-12 act 1.8, ssDAF-12 act -1.5, Rev-erbA mod -7, DAX1 inh-2 -0.8, PLCb3 inh -4, hgDAF-12 ag -1.1, HGIII-sPLA2 inh 15 and SMARCA2 activ -7.
`COCc1cc(N2CCN(C(=O)OC(C)(C)C)C[C@@H]2C)ccc1N1CC[C@H](O)C1` gave hcDAF-12 act -3.0, ssDAF-12 act -1.3, Rev-erbA mod 6, PG9 binder 0.8, DAX1 inh-2 -0.7, PLCb3 inh -14, hgDAF-12 ag -0.2, HGIII-sPLA2 inh -7 and SMARCA2 activ -2.
CC/C(=N\NC(=S)NC(C)C)c1ccc(OC)c(OC)c1 was read as hcDAF-12 act -2.4, ssDAF-12 act -0.9, Rev-erbA mod -3, PG9 binder 1.1, DAX1 inh-2 -0.5, GAA850 FXN act 5.7, PLCb3 inh -5, hgDAF-12 ag -2.8, HGIII-sPLA2 inh 3 and SMARCA2 activ 0.
For O=C(Cc1ccc(F)cc1)N[C@@H]1c2ccccc2CC[C@@H]1O the results were hcDAF-12 act -0.2, DAX1 inh-1 0.6, ssDAF-12 act -0.1, Rev-erbA mod -3, PG9 binder -0.3, DAX1 inh-2 0.6, GAA850 FXN act 0.9, PLCb3 inh 2, hgDAF-12 ag -2.2, HGIII-sPLA2 inh 4 and SMARCA2 activ 2.

Assay outcomes: PubChem, several laboratories
